From PubChem BioAssay
Tb PYK inh – T. brucei pyruvate kinase inhibition; Potency, µM (highest dose often 76.8 µM), without a hit: at the highest dose activity, negative = inhibition, usual class: inhibitors; AID 624173; actives 0.12% (n = 410,000); TbPYK enzyme, Kinase-Glo Plus ATP luminescence, 45 min; Q57TT1; further: nearly all actives have a fitted effect of over 50% in size
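Assay buffer: 50 mM TEA pH 7.2, 100 mM KCl, 10 mM MgCl2, 0.05% BSA, 0.01% Tween-20. Pyruvate kinase from T. brucei plus substrate met compound, then ADP (130 uM final). Luminescence was read post 45 min RT.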
HCV inh – HCV inhibition; Huh7.5.1 HCVcc-Cre infection, luciferase reporter, 44 h; Potency, µM (series often up to 41.8 µM), inactives show at the top dose activity change, negative = inhibition, most hits filed as inhibitors; actives 3.4% (n = 340,000)
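Whole-lifecycle infectious HCVcc-Cre system; cells 1,000/well, compound then virus (~0.5 moi) added 4 h after plating, 44 h culture. Luciferase read 15 sec following 15 min substrate incubation, room temp.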
Pf growth 48h – P. falciparum growth inhibition at 48 hours (one generation). P. falciparum luciferase growth in erythrocytes, 48 h. Potency, µM (top dose mostly 28.7 µM), for inactives: top-dose activity change, negative = inhibition, usual class: inhibitors. actives 5.9% (n = 310,000)
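Luciferase-expressing parasites in RBCs, 2% Hct / 0.1% parasitemia final; RPMI 1640 + 0.5% Albumax; 37 C, 5% CO2, one generation; luminescence read-out, lower signal = inhibition.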
Pf growth 96h – P. falciparum growth inhibition at 96 hour, primary screen for plastid delayed-death inhibitors. P. falciparum luciferase reporter growth, 96 h. actives 6.9% (n = 320,000). Potency, µM (series often up to 28.7 µM), inactives show at the top dose activity change, negative = inhibition, most hits filed as inhibitors
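Cell-based qHTS: luciferase-tagged P. falciparum in erythrocytes (2% hematocrit, 0.05% parasitemia final) incubated with compounds for 96 hours, 37 C, 5% CO2; luciferase detection reagent then added and luminescence measured.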
Sm TGR block – inhibitors of Schistosoma mansoni thioredoxin glutathione reductase. AID 485364. actives 3% (n = 360,000). purified TGR, DTNB reduction, TNB absorbance 405 nm. Potency, µM (top dose mostly 114 µM), for the others: at the highest dose activity change, negative = inhibition, most hits filed as inhibitors. Q962Y6; further: nearly all actives have a fitted effect of over 60% in size
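First, TGR (20 nM dispensed) and NADPH were mixed with compound. Second, a 15 min room-temperature incubation followed. Third, further NADPH and then DTNB were added to start the reaction. Finally, TNB absorbance was monitored kinetically.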
LmPK inhibitor – LmPK (Leishmania mexicana) enzyme inhibition | purified LmPK, Kinase-Glo ATP luminescence, 1 h | Potency, µM (highest dose often 57.5 µM), for inactives: top-dose activity change, negative = inhibition, most hits filed as inhibitors | actives 0.37% (n = 290,000) | AID 1721
Target sequence (Q27686 whole entry, looked up): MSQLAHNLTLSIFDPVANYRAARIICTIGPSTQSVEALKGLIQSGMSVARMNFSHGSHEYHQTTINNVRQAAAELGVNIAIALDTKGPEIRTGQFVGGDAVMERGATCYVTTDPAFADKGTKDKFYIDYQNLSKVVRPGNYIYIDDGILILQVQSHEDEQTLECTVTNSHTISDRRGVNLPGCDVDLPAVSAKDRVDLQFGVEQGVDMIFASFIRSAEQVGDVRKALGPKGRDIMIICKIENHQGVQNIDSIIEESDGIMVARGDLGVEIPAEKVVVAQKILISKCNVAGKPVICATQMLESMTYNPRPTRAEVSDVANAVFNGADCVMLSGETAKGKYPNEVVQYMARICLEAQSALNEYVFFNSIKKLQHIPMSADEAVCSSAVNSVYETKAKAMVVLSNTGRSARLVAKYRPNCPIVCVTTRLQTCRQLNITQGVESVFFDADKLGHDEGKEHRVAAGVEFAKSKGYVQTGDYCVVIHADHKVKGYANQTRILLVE
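0.1 nM LmPK, 0.5 mM PEP, 0.1 mM ADP; 50 mM imidazole pH 7.2, 7 mM MgCl2, 50 mM KCl; 1 h RT. Kinase-Glo luminescence readout, normalized to no-enzyme (full inhibition) and uninhibited wells.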
An asterisk follows results filed as active; ? = inconclusive; nt = no result given; [ ] = remark or other dose. The call rests on the fitted dose curve; in most records, active means well fitted curve in the direction sought with a large enough effect; inconclusive means small, poorly fitted or top-dose-only effect, or another doubt; inactive means no such curve, though single readings can be large; an effect the other way counts as inactive or inconclusive. On the % scale 0 is the no-effect control and ±100 the full control effect; potency means the concentration at half of the fitted maximal effect.

SMILES	Tb PYK inh	HCV inh	Pf growth 48h	Pf growth 96h	Sm TGR block	LmPK inhibitor
O=C(CNC(=O)c1ccc(Br)o1)Nc1cccc(S(=O)(=O)N2CCOCC2)c1	-3%	-1%	?	?	?	nt
CCOC(=O)c1nn(-c2ccccc2C)c(=O)cc1OCC(=O)N1CCN(c2ccccc2)CC1	?	-14%	3%	41%[activator]	3%	nt
CC(NC(=O)CCn1ccc2cc(S(=O)(=O)N3CCCC3)ccc21)c1ccccc1 (stereo not given)	0%	-26%	?	?	-8%	2%
CCOC(=O)N1CCN(C(=O)COC(=O)CNC(=O)c2ccc(OCC)c(OCC)c2)CC1	5%	?	-17%	3%	8%	nt
CCNC(=S)N(CCN(CC)CC)Cc1cc2cc3c(cc2[nH]c1=O)OCCO3	3%	10%	-17%	-18%	-31%	0%
Cn1c(N)c(C(=O)c2ccc(Oc3ccccc3)cc2)c(=O)n(C)c1=O	-23%	3%	-8%	-23%	-5%	-2%
COc1ccc(-c2ccc(-c3nnn(CC(=O)N4CCOCC4)n3)cc2)cc1	8%	?	110%[activator]	28%	2%	-4%
Cc1ccccc1-c1nnc(SCCOc2ccc3c(C)cc(=O)oc3c2)o1	-5%	-3%	6%	nt	-6%	3%
Cc1cccc(NC2=C(NCCO)C(=O)c3ccccc3C2=O)c1	-11%	-13%	4.7µM*	-14%	-13%	-19%
COc1ccccc1NC(=O)NCC1CC1(Cl)Cl (stereo not given)	0%	-14%	-11%	?	6%	4%
O=C(C1CCN(S(=O)(=O)c2ccc(Cl)c(C(F)(F)F)c2)CC1)N1CCC1	2%	-1%	?	10%	-2%	nt
Cc1cccc(N2CCN(C(=O)C3CCC(=O)N(Cc4ccccc4F)C3)CC2)c1C (stereo not given)	-6%	-13%	9.3µM*	10µM*	-23%	-3%
CCC(CO)NC(=O)C1C=C2c3cccc4[nH]cc(c34)CC2N(C)C1 (stereo not given)	8%	-2%	35%	32%[activator]	-20%	-1%
CC1CCC(C(C)C)C(OCC(O)C[N+]2(C)CCCCC2)C1 (stereo not given)	-2%	3%	?	92%[activator]	7%	0%
CCOc1ccc(-n2nc3c(=S)[nH]nc(C)c3c2C)cc1	2%	5%	-9%	1%	2%	1%
COc1ccc(CN2CCOCC2)cc1	-5%	2%	nt	?	-27%	2%
COc1ccc(/C=N/NC(=O)c2nc(Cl)c(Cl)c(N)c2Cl)cc1COc1ccccc1F	-6%	?	?	?	1%	-1%
CCc1ccc([C@@H]2C[C@H]3CN(Cc4ccccc4OC)C(=O)[C@]34CCCN24)cc1	-4%	?	5.9µM*	?	-30%	0%
COCCN(CC(=O)Nc1ccccc1C(F)(F)F)C(=O)/C=C/c1ccc2ccccc2n1	0%	-10%	?	15µM*	-3%	nt
Cc1c(C(=O)C(=O)NCc2ccco2)c2ccccc2n1C	-2%	5%	-12%	28%	6%	-2%[11.5 µM]
CCC(C)n1c(SC(C)C#N)nc2ccccc2c1=O (stereo not given)	2%	-6%	?	12%	-2%	5%
O=C(O)c1ccc(CSc2nnnn2-c2ccc(F)cc2)cc1	3%	26%	13%	-11%	-10%	4%
O=C(Nc1ccc2c(c1)OCO2)c1cnc2n(c1=O)CCS2	-16%	10%	105%[activator]	7%	-8%	-7%
CCCCn1c(N)c(N(CC)C(=O)Cc2ccc(S(=O)(=O)N3CCOCC3)s2)c(=O)[nH]c1=O	11%	31%[activator]	1%	11%	1%	nt
COc1ccc(S(=O)(=O)Cc2ccc(C(=O)N3CCN(c4ccccc4F)CC3)o2)cc1	-4%	-15%	nt	?	-19%	12%
CN1/C(=C\C(=O)COC(=O)c2ccc(O)c(O)c2)C(C)(C)c2ccccc21	-2%	?	-11%	11%	-3%	1%
Cc1cc(NC(=O)c2cc(-c3ccccc3C)nc3ccccc23)no1	1%	-6%	?	?	3%	-1%
CCOC(=O)CSc1nc2ccc(N3CCOCC3)cc2c(=O)n1Cc1ccccc1	nt	2.8µM*	nt	?	6%	20%
CCN(CC)C(=O)c1cc2cc([N+](=O)[O-])ccc2s1	-1%	-2%	50%[activator]	57%[activator]	7%	-3%
Cc1ccc(S(=O)(=O)N2CC3CCCN3c3ccc(C(F)(F)F)cc32)cc1 (stereo not given)	-2%	?	10µM*	?	-20%	4%
O=C(ONC1=NCCCCC1)c1cccc([N+](=O)[O-])c1	-4%	?	17%	?	-21%	-7%
COC(=O)c1ccccc1S(=O)(=O)N1CCC(C(=O)OCC(=O)NC2CCCCC2C)CC1 (stereo not given)	1%	7%	-12%	24%	-14%	nt
N#Cc1cn(-c2cccc(C(F)(F)F)c2)c(=O)[nH]c1=O	1%	26%	-23%	-11%	6%	4%
O=C(Nc1ccc2c(c1)CCC2)c1cc(F)cc(F)c1	-9%	?	151%[activator]	179%[activator]	-6%	nt
CC(CCCC(C)(C)O)NC(=O)c1ccc2oc(CCc3ccccc3)nc2c1 (stereo not given)	-3%	?	19%	-24%	0%	3%
O=C(CNC(=O)OCc1ccccc1)NCC(=O)Nc1ccc(Br)cc1C(=O)c1ccccc1	-1%	0%	-1%	?	-7%	4%
CCOC(=O)N1CCN(C(=O)CS(=O)Cc2nc(-c3ccc(C)cc3)oc2C)CC1 (stereo not given)	4%	-14%	nt	?	?	15%
COc1cccc(-c2c(C(=O)N/N=C/c3cccnc3)nnn2-c2nonc2N)c1	-3%	17%	?	?	0%	2%
Cc1cc(CNC(=O)c2cccc([N+](=O)[O-])c2)c2ccccc2n1	3%	-15%	37%[activator]	?	-6%	-2%
CCCNC(=O)C(=O)Nc1ccc(N(C)C)cc1	-9%	11%	497%[activator]	?	-30%	-6%
O=C(Nc1ncc(Cc2cc(Cl)ccc2Cl)s1)c1ccc([N+](=O)[O-])cc1	-4%	-18%	?	111%[activator]	-24%	4%
CC(=Nc1ccc(C)c(C)c1)C1=C(O)CSC1=O	-12%	0%	nt	-28%	-25%[11.4 µM]	0%
COc1ccccc1-n1c(C)cc(C=O)c1C	2%	6%	nt	?	-11%	5%
N#Cc1ccc(Cl)cc1NC(=O)COC(=O)c1cccc(S(=O)(=O)N2CCOCC2)c1	-2%	12%	-15%	-22%	-6%	nt
COC(=O)C1=C(C)NC(=S)NC1/C=C/c1ccccc1 (stereo not given)	-1%	-19%	-19%	-18%	-3%	3%
COc1ccc(C(=O)N2CCCC2)cc1S(=O)(=O)N1CCC(C)CC1	6%	8%	nt	23%	14%[11.4 µM]	0%
Cc1cc2c3c(c1)C(C)CC(C)(C)N3C(=O)C2=C(C#N)C#N (stereo not given)	4%	-14%	?	?	4µM*	-9%
COc1ccc(C)cc1Nc1n[n+](-c2ccccc2)c(-c2ccc(N(C)C)cc2)s1	-9%	-25%	2.6µM*	2.1µM*	-7%	1%
COc1ccccc1S(=O)Cc1ccc(C(=O)NCc2ccccc2Cl)o1 (stereo not given)	-24%	-28%	nt	-11%	16µM*	7%
C#CC1(NC(=O)NC(C)(C)C)CCCCC1	-2%	1%	53%[activator]	4%	13%	?
COc1ccc(N(CC(=O)Nc2ccc(C)cn2)S(=O)(=O)c2c(C)noc2C)cc1	nt	-6%	1%	-1%	1%	-3%
Cc1ccsc1CN(C(=O)c1ccccc1)C1CCS(=O)(=O)C1 (stereo not given)	1%	12%	3%	6%	1%	1%
CCOC(=O)N=S(N)(=O)c1ccccc1 (stereo not given)	7%	10%	3%	10µM*	-6%	3%
COc1ccc(Cl)cc1NC(=O)CCCC(=O)c1ccccc1	0%	?	-14%	3%	7%	-2%
CCOC(=O)N1CCN(C(=O)CSc2ccccc2)CC1	-9%	0%	nt	19%	1%[11.4 µM]	10%
O=C(CCCN1C(=O)c2ccccc2C1=O)OC1CSCC1NC(=O)c1ccccc1 (stereo not given)	-8%	8%	-19%	9%	1%	-3%
CCOC(=O)c1ccc(O)cc1	-10%	nt	16%	23%	nt	nt
Cc1occc1-c1nnc(SCC(=O)N2CCN(c3ccccc3F)CC2)n1C	nt	-10%[0.335 µM]	-14%	3.7µM*	-1%	-2%
COc1ccccc1CNC(=O)c1c(N)n(CCCN2CCOCC2)c2nc3ccccc3nc12	0%	nt	?	?	-1%	2%
CCOC(=O)c1cnc(SC2CC(=O)N(c3ccc(C)cc3)C2=O)nc1N (stereo not given)	-2%	2%	-2%	0%	?	5%
Later entries.
SMILES	Tb PYK inh	HCV inh	Pf growth 48h	Pf growth 96h	Sm TGR block	LmPK inhibitor
COc1ccc(C(=O)NCCS(=O)(=O)NCc2ccccc2OC)cc1	1%	-16%	26%	-1%	-2%	nt
O=C(O)Cn1cccc1C(=O)c1ccccc1	-37%	?	16%	?	?	1%
CCc1cc(C(=O)NCC2CCCO2)sc1C (stereo not given)	-3%	12%	70%[activator]	70%[activator]	7%	0%
Cc1nc2nc(C)c(NS(=O)(=O)c3ccc(C(C)(C)C)cc3)c(=O)n2[nH]1	4%	25%	17%	26%	0%	-1%
